STEP inh = blocks human striatal-enriched tyrosine phosphatase; recombinant STEP, OMFP fluorogenic substrate, fluorescence; P54829; 0.25% of 360,000 active; inhibition, % at 20 µM;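 active means inhibition at 20 µM, scaled per plate between control wells, above about 37%, limit read from the data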;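 further: 0% = DMSO with enzyme and substrate and 100% = substrate only without enzyme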
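Also added – OMFP at 25 µM · Test system – STEP tyrosine phosphatase · Technique – FITC-channel fluorescence of OMFP product · Schedule – 20 min at room temperature, dark · Evaluation – control-normalized % inhibition with plate pattern correction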
DNMT1 block = DNMT1 (human) enzyme inhibition; DNMT1 molecular beacon, Hinp1I cleavage, fluorescence; inhibition (reported as % activation of signal), % at 10 µM; AID 588458; P26358; 0.83% of 360,000 active; in the data active means inhibition above about 50%
SUMO1 PPI mod = SUMO1-SIM interaction modulation; P63165; SUMO1 binding to a labelled peptide, TR-FRET, 1 h; inhibition, % at 20 µM; 0.33% of 360,000 active; in the data active means inhibition above about 37%
Target sequence (P63165 whole entry, looked up): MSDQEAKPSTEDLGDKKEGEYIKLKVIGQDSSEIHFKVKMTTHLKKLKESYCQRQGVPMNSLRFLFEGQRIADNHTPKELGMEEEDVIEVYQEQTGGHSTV
Tb MetRS inh = Trypanosoma brucei MetRS inhibition; purified T. brucei MetRS, ATP depletion, Kinase-Glo luminescence; inhibition, % at 11.9 µM; 0.4% of 360,000 active; AID 624268;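 active means inhibition above a per-plate cutoff of the control wells' mean inhibition plus 3 SD, cut at about 5.5% in these data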;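 further: 0% = DMSO wells median and 100% = median of wells with control inhibitor compound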
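Dosing: 11.9 µM single point; system: parasite MetRS enzyme; technique: luminescence of leftover ATP; times: 15 min enzyme-compound preincubation, 2 h reaction, 10 min detection, 25 °C; replicates: each compound tested once; read-out basis: percent inhibition relative to median high and low control wells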
LMPTP block = blocks human LMPTP phosphatase; 0.22% of 360,000 active; P24666; inhibition, % at 20 µM; recombinant LMPTP-A, OMFP fluorogenic substrate, fluorescence intensity; AID 651560;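 active means compounds that cut the enzyme signal by at least half of the control window in the single-dose screen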;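 further: plate controls were DMSO wells with enzyme plus substrate for no effect and substrate without enzyme for full effect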
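Assay system: LMPTP-A, protein tyrosine phosphatase of low molecular weight / Medium: pH 6.0 Bis-Tris buffer with DTT and Triton X-100 / Schedule: 50 min enzyme reaction at room temperature, protected from light / Measured by: endpoint fluorescence intensity from OMFP dephosphorylation / Read-out basis: % inhibition relative to no-enzyme and uninhibited control wells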
NRP1-CendR mod = NRP-1/CendR interaction modulation. FAM-RPARPAR peptide binding to NRP-1, fluorescence polarization. 0.85% of 360,000 active. O14786. inhibition, % at 25 µM;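 active means inhibition or corrected inhibition above about 18%, plus a signal ratio from 0.5 to 1.5, limit read from the data, passing the limit was not always enough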; further: strong numbers were not always called active
Scp1 inh = blocks human Scp-1 phosphatase activity | Recombinant Scp1, phosphopeptide, malachite green phosphate absorbance | Q9GZU7 | inhibition, % at 20 µM | 0.88% of 340,000 active | AID 493091;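 active means inhibition above about 50% at 20 µM, limit read from the data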;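 further: plate controls were DMSO wells with enzyme for no effect and wells lacking enzyme for full effect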
Target sequence (Q9GZU7 76-261 limits assumed): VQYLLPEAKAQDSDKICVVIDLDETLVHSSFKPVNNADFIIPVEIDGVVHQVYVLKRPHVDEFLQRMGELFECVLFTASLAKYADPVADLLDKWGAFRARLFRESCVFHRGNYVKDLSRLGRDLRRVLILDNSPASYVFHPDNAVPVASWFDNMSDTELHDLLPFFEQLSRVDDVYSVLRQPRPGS
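Test system: SCP-1 phosphatase catalytic domain, residues 76-261 | Compound dosing: One concentration, 20 µM, with 1.0% DMSO | Schedule: 45 min room-temperature reaction, 5 min colour, 30 min stabiliser | Detection: Absorbance at 630 nm | Read-out basis: % inhibition of SCP-1 phosphate liberation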
E coli Lon inh = inhibitors of E. coli Lon protease. inhibition, % at 7.94 µM. P0A9M0. 0.42% of 360,000 active. purified E. coli Lon protease, fluorescence polarization; in the data active means inhibition above about 13%, passing the limit was not always enough;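 further: 0% = enzyme with probe and DMSO and 100% = no enzyme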
Target sequence (P0A9M0 whole entry, looked up): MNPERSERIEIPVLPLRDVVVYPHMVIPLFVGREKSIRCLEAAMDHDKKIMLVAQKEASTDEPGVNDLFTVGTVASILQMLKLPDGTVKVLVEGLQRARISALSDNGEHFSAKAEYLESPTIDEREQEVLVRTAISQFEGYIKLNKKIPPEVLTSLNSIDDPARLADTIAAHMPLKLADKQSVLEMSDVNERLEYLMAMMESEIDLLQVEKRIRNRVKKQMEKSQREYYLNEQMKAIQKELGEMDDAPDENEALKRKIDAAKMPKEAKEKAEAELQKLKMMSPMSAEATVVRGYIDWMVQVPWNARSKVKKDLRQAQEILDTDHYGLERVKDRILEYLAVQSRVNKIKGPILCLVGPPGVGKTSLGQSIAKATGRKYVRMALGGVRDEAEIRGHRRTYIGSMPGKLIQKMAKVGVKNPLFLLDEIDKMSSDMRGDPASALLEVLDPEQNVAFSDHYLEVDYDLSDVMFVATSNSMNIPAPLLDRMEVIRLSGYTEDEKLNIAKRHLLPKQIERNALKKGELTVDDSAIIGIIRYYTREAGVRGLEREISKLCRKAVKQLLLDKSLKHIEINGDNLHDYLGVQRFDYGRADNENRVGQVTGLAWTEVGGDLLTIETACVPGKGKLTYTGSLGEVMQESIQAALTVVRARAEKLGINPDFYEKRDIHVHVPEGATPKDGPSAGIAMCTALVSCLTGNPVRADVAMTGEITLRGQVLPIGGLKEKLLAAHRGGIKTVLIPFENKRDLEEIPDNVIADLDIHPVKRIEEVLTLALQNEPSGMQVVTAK
MsrA inhibitor = inhibits bovine methionine sulfoxide reductase A | purified bovine MsrA, absorbance read-out | inhibition, % at 15.5 µM | 0.75% of 360,000 active | AID 651718; in the data active means inhibition above about 4.5%;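 further: 0% = vehicle wells with enzyme and 100% = reference inhibitor wells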
bovine MsrA act = activates bovine MsrA enzyme | activation, % at 10.6 µM | purified bovine MsrA, absorbance read-out | 0.3% of 360,000 active; in the data active means activation above about 7.5%;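 further: 0% = vehicle and 100% = reference activator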
* hit, by the source's call.

Screening CCn1c(C)cc(C(=O)CSc2nnnn2C2CCCC2)c1C returned STEP inh -2, DNMT1 block -2, SUMO1 PPI mod 2, Tb MetRS inh -0.2, LMPTP block 0.2, NRP1-CendR mod 3, Scp1 inh -8, E coli Lon inh 1, MsrA inhibitor 1.4 and bovine MsrA act -4.
CC(=O)c1ccc(OCCCC(=O)Nc2ccc(S(=O)(=O)N3CCOCC3)cc2)cc1 was read as STEP inh 0, DNMT1 block -2, SUMO1 PPI mod 1, Tb MetRS inh -0.4, LMPTP block 0.4, NRP1-CendR mod 0, Scp1 inh -8, E coli Lon inh -6, MsrA inhibitor 2.0 and bovine MsrA act 0.
Screening O=CNc1cc(-c2cccc(O)c2)cn2c(-c3ccc(F)cc3)cnc12 returned STEP inh 8, DNMT1 block -6, SUMO1 PPI mod -4, Tb MetRS inh 0.0, LMPTP block 0.7, NRP1-CendR mod 3, E coli Lon inh -19, MsrA inhibitor 0.5 and bovine MsrA act -2.
For NC(=O)c1ccc(-n2nc(C(F)(F)F)c3c2CCCC3)cc1 the results were STEP inh 1, DNMT1 block -1, SUMO1 PPI mod -1, Tb MetRS inh -0.3, LMPTP block 0.0, NRP1-CendR mod -4, Scp1 inh -8, E coli Lon inh -11, MsrA inhibitor -0.5 and bovine MsrA act -4.
NCCS(=O)(=O)NC1CCCCC1 was read as STEP inh 1, DNMT1 block 0, SUMO1 PPI mod -1, Tb MetRS inh -0.9, LMPTP block 1.1, NRP1-CendR mod 4, Scp1 inh 1, E coli Lon inh 6, MsrA inhibitor 0.6 and bovine MsrA act -9.
COc1cc(C(=O)NCC(=O)NCC2COc3ccccc3O2)cc(OC)c1OC (stereo not drawn) was read as STEP inh -3, DNMT1 block 0, SUMO1 PPI mod 3, Tb MetRS inh -0.4, LMPTP block -0.8, NRP1-CendR mod 10, Scp1 inh 1, E coli Lon inh -11, MsrA inhibitor 2.5 and bovine MsrA act -2.
For Cc1cccc(NC(=O)c2ccc(NCCc3ccccc3)c([N+](=O)[O-])c2)c1 the results were STEP inh -5, DNMT1 block 6, SUMO1 PPI mod -9, Tb MetRS inh 0.6, LMPTP block 2.2, NRP1-CendR mod -33, Scp1 inh -4, E coli Lon inh 7, MsrA inhibitor 0.3 and bovine MsrA act 3.
Screening CCOC(=O)C1(Cc2ccc(Cl)cc2)CCN(C(=O)c2ccoc2)CC1 returned STEP inh -1, DNMT1 block 6, SUMO1 PPI mod 29, Tb MetRS inh -0.9, LMPTP block 0.9, NRP1-CendR mod -16, Scp1 inh -5, E coli Lon inh 13, MsrA inhibitor 0.5 and bovine MsrA act -3.
Screening CCn1c(CC(C)C)n[nH]c1=S returned STEP inh -2, DNMT1 block 2, SUMO1 PPI mod 3, Tb MetRS inh 0.3, LMPTP block -3.4, NRP1-CendR mod -4, Scp1 inh -2, E coli Lon inh 8, MsrA inhibitor 1.1 and bovine MsrA act 0.
`CCc1cccc(NC(=O)C2CCCN2S(=O)(=O)c2ccc3c(c2)CC(C)N3C(C)=O)c1` (stereo not drawn) gave STEP inh 1, DNMT1 block -1, SUMO1 PPI mod 0, Tb MetRS inh 0.2, LMPTP block 1.0, NRP1-CendR mod 12, Scp1 inh -12, E coli Lon inh 1, MsrA inhibitor 0.7 and bovine MsrA act 0.
`Cc1ccc(NC(=O)c2nc[nH]c2C(=O)N[C@H](C)c2ccccc2)cc1` gave STEP inh -4, DNMT1 block -29, SUMO1 PPI mod 4, Tb MetRS inh -0.1, LMPTP block 2.3, NRP1-CendR mod 24, Scp1 inh -10, E coli Lon inh 3, MsrA inhibitor 0.3 and bovine MsrA act -4.
`CCOc1ccc(S(=O)(=O)c2c[nH]c3ccc(C)cc3c2=O)cc1` gave STEP inh -2, DNMT1 block 4, SUMO1 PPI mod -7, Tb MetRS inh 3.6, LMPTP block 2.2, NRP1-CendR mod -7, Scp1 inh 8, E coli Lon inh -9, MsrA inhibitor -1.0 and bovine MsrA act -5.
`Cc1ccc(CN2CCN(Cc3cccn3-c3nccs3)CC2CCO)cc1` (stereo not drawn) gave STEP inh 2, DNMT1 block 2, SUMO1 PPI mod 2, Tb MetRS inh -0.3, LMPTP block 0.1, NRP1-CendR mod -10, Scp1 inh -10, E coli Lon inh -4, MsrA inhibitor -0.5 and bovine MsrA act -2.
For CC(NC(=O)c1ccco1)c1nc(-c2ccc(Cl)cc2)no1 (stereo not drawn) the results were STEP inh -2, DNMT1 block -1, SUMO1 PPI mod 4, Tb MetRS inh -0.5, LMPTP block -0.6, NRP1-CendR mod 0, Scp1 inh -11, E coli Lon inh -6, MsrA inhibitor -0.9 and bovine MsrA act -9.
CCNC(=S)NNc1ccccc1 was read as STEP inh 4, DNMT1 block -1, SUMO1 PPI mod 2, Tb MetRS inh 0.1, LMPTP block -0.9, NRP1-CendR mod 5, Scp1 inh 15, E coli Lon inh 11, MsrA inhibitor 1.6 and bovine MsrA act 0.
O=C(O)CCCC(=O)Nc1ccc(Oc2ncnc3cc(Cl)ccc23)nc1 was read as STEP inh 1, DNMT1 block 0, SUMO1 PPI mod 3, Tb MetRS inh -0.5, LMPTP block -1.4, NRP1-CendR mod -2, Scp1 inh -7, E coli Lon inh 4, MsrA inhibitor -1.4 and bovine MsrA act -3.
For CCOC(=O)c1c(CN(C)C)n(C)c2c(O)c(N=NC(N)=O)c3ccc(Br)cc3c12 the results were STEP inh 2, DNMT1 block 14, SUMO1 PPI mod -3, Tb MetRS inh 0.9, LMPTP block 2.2, NRP1-CendR mod 13, Scp1 inh -16, E coli Lon inh -1, MsrA inhibitor -0.6 and bovine MsrA act -1.
Screening CC1(C)C2CCC1(C)C(OC(=O)CNc1ccccc1)C2 (stereo not drawn) returned STEP inh 11, DNMT1 block 0, SUMO1 PPI mod 2, Tb MetRS inh 0.7, LMPTP block 3.5, NRP1-CendR mod 2, Scp1 inh -7, E coli Lon inh 4, MsrA inhibitor -1.1 and bovine MsrA act -1.
Screening Cc1ccccc1NC(=O)CN1CCN(Cc2ccccc2)CC1 returned STEP inh -4, DNMT1 block 79*, SUMO1 PPI mod 6, Tb MetRS inh 0.1, LMPTP block -1.4, NRP1-CendR mod 2, Scp1 inh -4, E coli Lon inh 4, MsrA inhibitor 0.7 and bovine MsrA act -4.
`O=C(NCc1ccccc1)c1ccc(Br)cc1` gave STEP inh 1, DNMT1 block 7, SUMO1 PPI mod -3, Tb MetRS inh -0.6, LMPTP block 1.8, NRP1-CendR mod -14, Scp1 inh 7, E coli Lon inh -7, MsrA inhibitor 0.8 and bovine MsrA act -8.
Screening COc1cc(OC)cc(C2=Cc3ccccc3C(CC(=O)c3ccco3)N2c2ccc(-c3cncnc3)cc2)c1 (stereo not drawn) returned SUMO1 PPI mod -4, Tb MetRS inh 0.3, LMPTP block 3.1, NRP1-CendR mod -10, E coli Lon inh -3, MsrA inhibitor 2.0 and bovine MsrA act 0.
Screening Cc1ccc(Nc2ccc(C(=O)NC3CCCCC3)cn2)cc1 returned STEP inh -1, DNMT1 block 1, SUMO1 PPI mod -1, Tb MetRS inh -0.1, LMPTP block 0.3, NRP1-CendR mod 16, Scp1 inh -11, E coli Lon inh 0, MsrA inhibitor 0.0 and bovine MsrA act -6.
Screening NS(=O)(=O)c1ccc(NC(=S)N2CCC(O)CC2)cc1 returned STEP inh 7, DNMT1 block 1, SUMO1 PPI mod 0, Tb MetRS inh 0.5, LMPTP block 0.6, NRP1-CendR mod -6, Scp1 inh -6, E coli Lon inh 3, MsrA inhibitor -0.3 and bovine MsrA act -1.
Screening O=C(Nc1cccc(C(F)(F)F)c1)C1Cc2c(-c3ccccc3)ccnc2O1 (stereo not drawn) returned STEP inh -1, DNMT1 block -4, SUMO1 PPI mod 2, Tb MetRS inh -0.1, LMPTP block 3.3, NRP1-CendR mod -8, E coli Lon inh 4, MsrA inhibitor 0.1 and bovine MsrA act -1.
CCC(=O)Nc1nc2ccccc2n1CCN(CC)CC was read as STEP inh 2, DNMT1 block 0, SUMO1 PPI mod 0, Tb MetRS inh -1.1, LMPTP block -0.2, NRP1-CendR mod 1, Scp1 inh -2, E coli Lon inh 5, MsrA inhibitor 1.6 and bovine MsrA act -5.
For Cc1ccc(S(=O)(=O)N2CCOCC2)cc1NC(=O)COC(=O)/C=C/c1ccco1 the results were STEP inh 3, DNMT1 block 12, SUMO1 PPI mod -14, Tb MetRS inh -0.5, LMPTP block 3.6, NRP1-CendR mod -1, Scp1 inh 27, E coli Lon inh 9, MsrA inhibitor 3.0 and bovine MsrA act -6.
For CC(=O)Oc1ccc2c(=O)oc(-c3ccc([N+](=O)[O-])cc3)nc2c1 the results were STEP inh -2, DNMT1 block 3, SUMO1 PPI mod -32, Tb MetRS inh -0.2, LMPTP block 0.2, NRP1-CendR mod 6, Scp1 inh -12, E coli Lon inh 4, MsrA inhibitor 0.5 and bovine MsrA act -1.
`Oc1ccc(Cl)cc1-c1cc(-c2ccccc2)n[nH]1` gave STEP inh -4, DNMT1 block -35, SUMO1 PPI mod 9, Tb MetRS inh -0.2, LMPTP block 1.3, NRP1-CendR mod -11, Scp1 inh -12, E coli Lon inh 11, MsrA inhibitor -1.1 and bovine MsrA act -3.
`CCC(CC)C(=O)N(C)c1c(C)nc2c(OCCOc3ccccc3)cccn12` gave STEP inh 1, DNMT1 block 3, SUMO1 PPI mod 3, Tb MetRS inh 0.2, LMPTP block -1.5, NRP1-CendR mod 1, E coli Lon inh 5, MsrA inhibitor -1.0 and bovine MsrA act -4.
Screening CCOC(=O)Nc1cc(C(=O)OCC)c(C)nc1C returned STEP inh -2, DNMT1 block 0, SUMO1 PPI mod -5, Tb MetRS inh -0.9, LMPTP block -2.6, NRP1-CendR mod 14, Scp1 inh -3, E coli Lon inh -2, MsrA inhibitor -0.5 and bovine MsrA act 0.
COC(=O)c1cn(CC(=O)NCc2ccco2)c2ccccc12 was read as STEP inh 2, DNMT1 block -4, SUMO1 PPI mod 2, Tb MetRS inh 0.2, LMPTP block 0.2, NRP1-CendR mod 6, Scp1 inh -8, E coli Lon inh -1, MsrA inhibitor 1.5 and bovine MsrA act -3.
Screening CCOc1ccc(NC(=O)CN(C)C(=O)CC2CCCC2)cc1OCC returned STEP inh -1, DNMT1 block 0, SUMO1 PPI mod 4, Tb MetRS inh -0.5, LMPTP block 0.7, NRP1-CendR mod -4, Scp1 inh 11, E coli Lon inh 6, MsrA inhibitor -0.4 and bovine MsrA act -7.

Structures above containing bromine (two):
For CCOC(=O)c1c(CN(C)C)n(C)c2c(O)c(N=NC(N)=O)c3ccc(Br)cc3c12 the results were STEP inh 2, DNMT1 block 14, SUMO1 PPI mod -3, Tb MetRS inh 0.9, LMPTP block 2.2, NRP1-CendR mod 13, Scp1 inh -16, E coli Lon inh -1, MsrA inhibitor -0.6 and bovine MsrA act -1.
`O=C(NCc1ccccc1)c1ccc(Br)cc1` gave STEP inh 1, DNMT1 block 7, SUMO1 PPI mod -3, Tb MetRS inh -0.6, LMPTP block 1.8, NRP1-CendR mod -14, Scp1 inh 7, E coli Lon inh -7, MsrA inhibitor 0.8 and bovine MsrA act -8.

Screening data deposited in PubChem by several laboratories.
